Screens deposited in PubChem by The Scripps Research Institute Molecular Screening Center.
CHO parental Ca – ATP-evoked calcium signal inhibitors, parental CHO, primary screen, counter-screen for OX1R antagonist project, cell-based, fluorescence, Fluo-8 calcium dye | parental CHO-K1, ATP-induced calcium, Fluo-8 fluorescence | inhibition, % at 5.6 µM | 0.63% of 330,000 active | AID 463079, 2010;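 active = inhibition above that plate's mean sample inhibition plus 3 SD, cut at about 26% in these data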;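 note: 0% = ATP-challenged DMSO wells and 100% = DMSO wells without ATP; some compounds past the cut are filed as inactive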
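Assay system: untransfected parental CHO cell line. Also added: ATP agonist challenge. Dosing: one dose, 5.6 µM nominal. Measured by: Fluo-8 fluorescence. Read-out: % inhibition. Benchmarks: ATP wells versus no-ATP DMSO wells. Repeats: no replicates.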
M1 ag – human M1 muscarinic receptor agonists, primary screen, Fluo-8 calcium fluorescence, CHO-K1 cells, HTS | Muscarinic acetylcholine receptor M1 (Homo sapiens), P11229 | CHO-K1 hM1, agonist mode; 0% DMSO, 100% acetylcholine EC100 | activation, % at 3 µM | 0.33% of 360,000 active | AID 588814, 2011;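 active = activation above the run's mean compound activation plus 3 SD, cut at about 16% in these data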;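 note: peak over basal fluorescence ratio within a 140 s kinetic read after compound addition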
Target sequence (P11229 whole entry, looked up): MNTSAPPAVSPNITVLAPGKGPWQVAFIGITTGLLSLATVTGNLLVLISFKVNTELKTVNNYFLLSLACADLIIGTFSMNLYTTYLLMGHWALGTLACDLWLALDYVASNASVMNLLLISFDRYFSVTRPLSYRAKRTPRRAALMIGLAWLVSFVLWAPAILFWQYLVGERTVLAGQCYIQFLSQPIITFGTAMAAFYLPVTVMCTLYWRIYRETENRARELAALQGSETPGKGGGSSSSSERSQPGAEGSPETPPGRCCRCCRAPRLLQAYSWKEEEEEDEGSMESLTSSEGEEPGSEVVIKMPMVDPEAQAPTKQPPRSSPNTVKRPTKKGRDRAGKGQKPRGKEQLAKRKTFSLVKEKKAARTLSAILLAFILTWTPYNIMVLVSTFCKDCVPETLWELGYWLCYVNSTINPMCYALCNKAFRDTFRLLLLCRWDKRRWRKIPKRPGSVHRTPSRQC
M1 ag parental – counter-screen for M1 agonists: effect in parental CHO-K1 cells | Fluo-8 calcium fluorescence; scaled to maximal ATP response, vehicle zero | activation, % at 3 µM | 0.48% of 360,000 active; in the data active = activation above about 15%;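 note: untransfected CHO-K1 host cells lacking M1 receptor as counterscreen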
CHO-K1 Ca PAM – nonselective calcium activators in parental CHO-K1 cells, primary screen, counter-screen for M1 PAM project, cell-based, Fluo-8 calcium fluorescence, full deck, 1536-well; AID 602247, 2012; activation, % at 3 µM; ATP EC20; 0% at ATP EC20, 100% at ATP max; 0.02% of 360,000 active;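 active = activation above the run cutoff, the mean activation of all test compounds plus 3 SD, cut at about 40% in these data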;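 note: peak over basal fluorescence ratio in a 140 s read after ATP addition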
TAAR1 antag – human TAAR1 antagonists, primary screen, Fluo-8 calcium fluorescence, CHO RD-HGA16 cells. Trace amine-associated receptor 1 (Homo sapiens), Q96RJ0. antagonist. inhibition, % at 3 µM. 1.5% of 360,000 active. AID 624466, 2012;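 active = inhibition above a per-plate cutoff, the mean inhibition of test compounds on that plate plus 3 SD, cut at about 49% in these data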;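 note: 0% = DMSO plus EC80 beta-PEA response and 100% = DMSO alone without agonist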
Target sequence (Q96RJ0 whole entry, looked up): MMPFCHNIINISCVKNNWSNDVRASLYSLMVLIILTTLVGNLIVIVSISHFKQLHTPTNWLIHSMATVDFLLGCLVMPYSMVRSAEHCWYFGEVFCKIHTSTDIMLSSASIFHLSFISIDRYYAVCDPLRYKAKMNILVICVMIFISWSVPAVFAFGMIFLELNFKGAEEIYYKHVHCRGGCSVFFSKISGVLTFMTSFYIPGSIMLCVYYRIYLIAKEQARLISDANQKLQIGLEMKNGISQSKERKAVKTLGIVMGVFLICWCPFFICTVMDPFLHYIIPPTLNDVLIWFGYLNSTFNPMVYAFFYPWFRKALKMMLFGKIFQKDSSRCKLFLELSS
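test system = CHO RD-HGA16 cells bearing hTAAR1 | replication = singlicate | controls = DMSO-only wells and EC80 β-PEA-stimulated wells | reagent = EC80 β-phenethylamine stimulus | read-out basis = percent inhibition of PEA-evoked calcium signal, max/basal emission ratio | schedule = seeding 17-24 h prior, 75-min 37 °C, 30-min RT dye loading | signal = kinetic Fluo-8 calcium fluorescence measurement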
TAAR1 agonist – human TAAR1 agonists, primary screen, Fluo-8 calcium fluorescence, CHO RD-HGA16 cells | activation, % at 3 µM | 0.99% of 360,000 active | vehicle wells 0%, saturating PEA agonist 100%;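 active = activation above the mean activation of all test compounds in the run plus 3 SD, cut at about 38% in these data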
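test system = CHO RD-HGA16 cells carrying human TAAR1 plus Gα16 | schedule = 17-24 h seeding, 75 min 37 °C dye, 30 min RT | compound dosing = 3 µM single concentration | control set = DMSO and PEA EC100 | replicates = n 1 | signal = Fluo-8 fluorescence, 5 s baseline then 140 s kinetic read | measure = percent activation vs PEA EC100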
M1 PAM – human M1 muscarinic receptor positive allosteric modulators, primary screen, CHO-K1 cells, Fluo-8 calcium fluorescence, 1536-well; Muscarinic acetylcholine receptor M1 (Homo sapiens), P11229; CHO-K1 hM1, ACh EC20; 0% = ACh EC20, 100% = maximal ACh; activation, % at 3 µM; 0.088% of 360,000 active; in the data active = activation above about 19%, passing the limit was not always enough
CHO-K1 Ca antag – nonselective inhibitor or artifact in parental CHO-K1 cells. 0.6% of 360,000 active. ATP-induced calcium, Fluo-8 fluorescence. inhibition, % at 3 µM;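 active = inhibition above a per-plate cutoff, the plate's mean sample inhibition plus 3 SD, cut at about 24% in these data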;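 note: 0% = DMSO plus EC80 ATP and 100% = DMSO alone without ATP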
CHRM1 antagonist – human M1 muscarinic receptor antagonists, primary screen, CHO-K1 cells, Fluo-8 calcium fluorescence, 1536-well. Muscarinic acetylcholine receptor M1 (Homo sapiens), P11229. CHO-K1 hM1, ACh EC80 antagonist. inhibition, % at 3 µM. 1.3% of 360,000 active;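 active = percent inhibition above its own plate's cutoff, namely the mean of that plate's compound wells plus 3 SD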;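 note: peak over basal fluorescence ratio during 140 s after agonist addition; 0% = ACh EC80 plus DMSO and 100% = DMSO alone without agonist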
Numbers without * were called inactive; . = not tested or not shown.

entry | SMILES | CHO parental Ca | M1 ag | M1 ag parental | CHO-K1 Ca PAM | TAAR1 antag | TAAR1 agonist | M1 PAM | CHO-K1 Ca antag | CHRM1 antagonist
1 | CCc1nnc(NC(=O)C2CCCN2S(=O)(=O)c2ccc(F)cc2)s1 (stereo unspecified) | -30.4 | -1.4 | 0.9 | 14.7 | -2.5 | 6.9 | 7.7 | 0.8 | -10.1
2 | CC1CC2(C)Oc3ccccc3C3OCC1(CO)C(C)C32 (stereo unspecified) | -11.3 | -3.8 | 1.3 | 14.0 | -27.7 | 1.0 | 3.5 | -17.3 | -3.5
3 | COc1ccc(CN2C(=O)CSC2c2ccccn2)cc1 (stereo unspecified) | -0.6 | -6.2 | 2.1 | 4.7 | -3.8 | 2.1 | 6.0 | -11.9 | -9.2
4 | COc1cc(NC(=O)CCc2ccccc2)nc(OC)n1 | -11.4 | -5.7 | 0.5 | 19.3 | -2.0 | 7.0 | 2.2 | -11.1 | 2.2
5 | CN1CCN(NC(=O)c2cc(-c3ccccn3)nc3ccccc23)CC1 | -9.3 | -2.8 | 0.4 | -13.2 | -3.0 | 0.3 | 2.6 | -0.2 | 0.4
6 | Cc1cccc(N2C(=O)SC(N(C)c3ccccc3)C2=O)c1 (stereo unspecified) | 6.4 | -4.0 | 0.4 | -9.2 | 8.9 | 3.1 | -4.8 | 8.0 | 8.9
7 | CCCc1cc(=O)oc2cc(C)cc(OC(C)C(=O)NCC3CCC(C(=O)O)CC3)c12 (stereo unspecified) | 4.2 | -2.9 | 0.3 | 11.8 | 8.3 | 1.1 | 3.4 | 2.8 | -6.8
8 | O=C(NCCC1=CCCCC1)C1COc2ccccc2O1 (stereo unspecified) | -4.8 | -5.9 | -0.5 | 6.6 | -6.6 | 11.3 | -0.9 | -0.7 | -22.8
9 | COc1ccc(S(=O)(=O)Cc2ccc(C(=O)NCc3cccnc3)o2)cc1 | -5.7 | -4.4 | 0.4 | 7.1 | 6.7 | 2.4 | 8.8 | -9.9 | -21.2
10 | Cc1ccc2[nH]c3c(=S)nc[nH]c3c2c1 | -3.0 | -7.2 | 0.0 | 16.8 | 4.2 | -1.4 | 7.5 | -1.7 | -10.3
11 | Cc1nc(OCC(C)C)c2sc3nc4c(cc3c2n1)COC(C)(C)C4 | -17.3 | 0.3 | 0.0 | -26.9 | 8.4 | 0.6 | -4.1 | 15.8 | 9.9
12 | CCN1CCN(c2ccc(S(=O)(=O)N3CCOCC3)cc2NC(=O)CC(NC(C)=O)c2ccccc2)CC1 (stereo unspecified) | . | 0.4 | -0.2 | -20.2 | -7.0 | 2.9 | -0.6 | 5.4 | 7.6
13 | COc1ccc(C2NCCc3c2[nH]c2ccccc32)cc1CN1CCc2cc(OC)c(OC)cc2C1C (stereo unspecified) | . | -4.9 | 0.7 | -1.2 | . | . | -0.7 | -2.0 | -4.4
14 | CC(=O)c1c(C)[nH]c(C(=O)Nc2ccc3c(c2)OCCO3)c1C | -12.2 | -3.7 | 0.7 | -2.6 | -2.7 | 10.1 | 2.9 | 14.8 | -20.9
15 | CC(C)c1ccc(N=C2NN=C(c3cccs3)CS2)cc1 | -4.0 | -10.8 | -0.7 | 14.5 | -4.9 | -1.0 | 9.3 | -16.4 | -8.1
16 | N#Cc1ccccc1NC(=O)COC(=O)/C=C/c1ccc(S(=O)(=O)N2CCOCC2)cc1 | -3.0 | -3.2 | 2.0 | 17.6 | 1.5 | 0.0 | 0.9 | -18.9 | -3.7
17 | C=CCOC(=O)C1=C[C@@H](c2cn(C(C)=O)c3ccccc23)C[C@@H](OCCCCO)O1 | -20.7 | -1.1 | 0.0 | -1.9 | -16.1 | 0.2 | 7.0 | -26.6 | -8.1
18 | COc1ccc(NC(=O)CSc2nc(O)cc(=O)n2-c2ccccc2OC)cc1 | -4.8 | -4.8 | 0.4 | 10.1 | . | . | 8.8 | -20.7 | -10.8
19 | Cn1ccc2c(-c3ccc(C(=O)O)cc3)cc3c(c21)C1CCC3O1 (stereo unspecified) | . | -6.0 | -0.1 | 5.8 | -7.4 | -1.2 | -0.9 | 12.5 | 5.6
20 | COc1cccc(-c2cnc(C(O)c3c(C)ccc4ccccc34)[nH]2)c1 (stereo unspecified) | . | 8.6 | 19.6* | 1.9 | -2.9 | 13.8 | -0.8 | 2.6 | -0.6
21 | CC1(C(=O)NS(=O)(=O)c2ccccc2Cl)CCN1C(=O)Cc1cccc2ccccc12 (stereo unspecified) | . | -1.3 | 0.3 | 15.7 | -7.6 | -0.1 | -2.9 | 0.4 | 18.3
22 | CCOc1cc(C(=O)Nc2ccccc2N2CCOCC2)ccc1OCC(=O)N1CCCCC1 | -17.2 | -3.7 | 0.8 | 16.2 | 4.0 | 2.3 | -1.3 | -19.4 | 10.2
23 | Cc1cccc(CN2C[C@]34CC[C@@H](C[C@@H]3S2(=O)=O)O4)c1 | -0.8 | -8.6 | 0.0 | 6.3 | 3.0 | 0.6 | 8.8 | 0.2 | -4.3
24 | CCOC(=O)c1oc2c(O)c(O)ccc2c(=O)c1-c1nncn1-c1ccccc1 | -2.7 | -2.6 | 0.0 | -1.0 | -10.6 | 2.3 | 1.8 | -6.2 | 0.7
25 | COc1cc(NC(=S)NCc2ccco2)cc(OC)c1OC | -8.7 | -6.0 | 0.4 | 11.2 | -13.5 | 2.1 | 4.2 | -4.1 | -7.2
26 | CC1(C)C2CC[C@]3(C)C(CC=C4[C@@H]5C[C@](C)(CO)CC[C@]5(C(=O)O)CC[C@]43C)[C@@]2(C)CC[C@@H]1O (stereo partly specified) | 2.9 | -3.6 | 1.6 | 3.4 | . | . | 2.8 | 1.8 | -2.0
27 | O=C(Nc1ccccc1F)c1ccc2c(c1)OCO2 | -7.6 | -4.0 | -0.1 | -1.0 | -43.9 | -0.3 | -2.2 | 18.6 | -1.3
28 | NCCCNC(=O)c1cc2ccccc2[nH]1 | 1.6 | -3.5 | -0.2 | -5.4 | 8.9 | 0.3 | -4.7 | 2.4 | 15.7
29 | CC(Oc1ccc2c(c1)oc(=O)c1ccccc12)C(=O)NCC1CCC(C(=O)O)CC1 (stereo unspecified) | 0.4 | -2.6 | 0.5 | 12.3 | 2.7 | -0.2 | 14.2 | 3.9 | -14.6
30 | COc1cc(CNCCc2ccccc2)ccc1OCc1ccc(Cl)nc1 | -16.9 | -5.5 | 4.5 | 8.4 | 7.2 | 53.9* | -2.3 | -14.4 | -5.1

Sorted by the number under CHRM1 antagonist (descending): some entries from above.
cpd | mol | M1 PAM | CHRM1 antagonist
20 | COc1cccc(-c2cnc(C(O)c3c(C)ccc4ccccc34)[nH]2)c1 (stereo unspecified) | -0.8 | -0.6
27 | O=C(Nc1ccccc1F)c1ccc2c(c1)OCO2 | -2.2 | -1.3
15 | CC(C)c1ccc(N=C2NN=C(c3cccs3)CS2)cc1 | 9.3 | -8.1

Following part:
entry | SMILES | CHO parental Ca | M1 ag | M1 ag parental | CHO-K1 Ca PAM | TAAR1 antag | TAAR1 agonist | M1 PAM | CHO-K1 Ca antag | CHRM1 antagonist
31 | CC(=NCCN1CCNCC1)C1=C(O)CC(C)(C)CC1=O | -11.2 | -6.3 | 0.6 | 12.5 | -4.9 | 1.2 | 0.9 | -16.8 | -14.9
32 | Cc1cc(C)c(C#N)c(SCC(=O)NN2CC(=O)N(c3ccccc3F)CC2=O)n1 | -0.2 | -7.4 | 1.5 | 14.9 | 2.8 | 0.3 | 6.1 | 2.7 | -1.9
33 | CC(=O)Nc1ccc(SCC(=O)Nc2ccccc2Oc2ccccc2)cc1 | -3.9 | -0.5 | 7.9 | 11.9 | -0.7 | 8.8 | -5.5 | -3.4 | 4.1
34 | CCCCn1c(N)c(N(CCOC)C(=O)COC(=O)COc2cccc(C(C)=O)c2)c(=O)[nH]c1=O | 20.7 | -2.1 | 0.2 | -13.9 | -18.3 | 1.9 | 3.8 | 4.0 | -14.2
35 | O=C(c1cc(COc2c(F)cccc2F)on1)N1CCCCCC1 | -10.8 | -5.8 | -0.1 | -0.4 | -13.6 | 0.1 | -7.0 | -6.2 | 17.6
36 | CC(C)(C)NC(=O)CCC1COc2ccccc2O1 (stereo unspecified) | -14.2 | 0.7 | 1.1 | 19.8 | 10.3 | 1.8 | 2.7 | -29.5 | -3.1
37 | Cc1ccccc1Cn1c(C)c(C(=O)NCc2cccc(Cl)c2)sc1=O | . | 0.3 | 2.1 | 13.8 | 13.7 | 7.3 | 7.4 | -11.5 | -8.2
38 | CC1CCN(S(=O)(=O)c2ccc(NC(=O)C3CCN(C(=O)c4ccco4)CC3)cc2)CC1 | -16.6 | -5.3 | 4.5 | 2.1 | -28.6 | 9.0 | 1.8 | -12.6 | -9.5
39 | O=C(c1ccccc1)c1ccc(OCCOCCN2CCN(Cc3ccccc3)CC2)cc1 | -8.7 | -4.2 | 12.2 | 9.4 | -13.2 | 10.3 | -26.3 | -3.9 | 87.3*
40 | COc1ccc2[nH]c3c(NCCCN4CCCC4=O)ncnc3c2c1 | -10.2 | -8.7 | 0.0 | 12.4 | 3.5 | 5.6 | 4.4 | -34.3 | -8.3
41 | CC(C)(C)c1ccc(-c2n[nH]c(=S)n2CCCN2CCOCC2)cc1 | 4.6 | -4.3 | 0.1 | 14.0 | 7.2 | -0.7 | 1.5 | -10.2 | 3.9
42 | O=C(COC(=O)Cc1ccc(F)cc1)NC1CCCC1 | -1.8 | -0.9 | 0.0 | 11.3 | -6.5 | 4.2 | 4.7 | -5.0 | -5.3
43 | CCOc1ccc(N(CC)S(=O)(=O)c2c(C)[nH]c(=O)[nH]c2=O)cc1 | -3.3 | -0.8 | 1.7 | -4.3 | 5.0 | 1.1 | 7.3 | 1.0 | -13.4
44 | COc1ccc(OC)c(C(=O)NC(CC(N)=O)c2ccc(N3CCN(c4ccc(F)cc4)CC3)c([N+](=O)[O-])c2)c1 (stereo unspecified) | -11.6 | 0.4 | -0.1 | -0.3 | 7.9 | 5.1 | 11.9 | -13.2 | -5.2
45 | NNC(=S)Nc1c(Br)cc(F)cc1Br | -1.4 | -2.5 | 0.2 | 11.7 | -12.3 | 10.0 | 9.5 | -1.3 | -7.4
46 | COc1ccc(C(=O)c2ccccc2C(=O)c2ccccc2)cc1 | . | -4.3 | 1.1 | 10.8 | 16.6 | 2.1 | -6.0 | -10.2 | -1.2
